Assay outcomes deposited in PubChem BioAssay by National Center for Advancing Translational Sciences (NCATS).
GLS inh: blocks human kidney-isoform glutaminase activity. O94925. GLS enzymatic activity, qHTS titration. Potency, µM (highest dose often 45.5 µM), inactives show at the top dose activity change, negative = inhibition, hits mostly inhibitors. 410,000 compounds, 0.21% hits. AID 624170; further: on the % scale 0 is the no-effect control and ±100 the full control effect
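Glutamate formation by hKGA was monitored fluorometrically using coupled glutamate oxidase, HRP and Amplex Red. Substrate was added as 1 mM L-glutamine solution; incubation was 30 min at RT after an initial read.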
Pol iota inh: DNA polymerase iota (human) inhibition; 390,000 compounds, 1% hits; Potency, µM (titrated, usually from 115 µM), inactives show at the highest dose activity, negative = inhibition, hits mostly inhibitors; AID 588590; Pol iota fluorescent replication assay, 10 min; Q9UNA4
Target sequence (Q9UNA4 whole entry, looked up): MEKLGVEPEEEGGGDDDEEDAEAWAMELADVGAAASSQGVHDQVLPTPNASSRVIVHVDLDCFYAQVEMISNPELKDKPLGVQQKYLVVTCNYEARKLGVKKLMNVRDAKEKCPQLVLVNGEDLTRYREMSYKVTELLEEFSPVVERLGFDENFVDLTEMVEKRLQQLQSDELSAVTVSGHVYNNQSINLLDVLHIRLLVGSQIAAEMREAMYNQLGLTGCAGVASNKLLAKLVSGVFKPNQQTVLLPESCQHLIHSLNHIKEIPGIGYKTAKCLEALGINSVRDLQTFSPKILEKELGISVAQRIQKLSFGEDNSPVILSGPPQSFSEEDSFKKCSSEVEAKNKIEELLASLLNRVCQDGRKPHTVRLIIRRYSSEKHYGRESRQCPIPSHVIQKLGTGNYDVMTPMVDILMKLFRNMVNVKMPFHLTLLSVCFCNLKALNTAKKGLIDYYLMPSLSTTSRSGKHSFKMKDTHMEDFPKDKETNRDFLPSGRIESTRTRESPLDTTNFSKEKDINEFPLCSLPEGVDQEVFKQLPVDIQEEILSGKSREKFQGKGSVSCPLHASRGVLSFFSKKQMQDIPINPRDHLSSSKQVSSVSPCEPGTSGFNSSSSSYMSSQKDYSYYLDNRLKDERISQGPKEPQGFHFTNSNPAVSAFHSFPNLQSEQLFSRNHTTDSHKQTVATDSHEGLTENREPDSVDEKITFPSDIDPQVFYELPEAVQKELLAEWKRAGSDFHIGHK
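Pol iota at 10 nM preincubated 15 min with compounds at room temperature; reaction started with fluorescent substrate, 50 nM final. Fluorescence read kinetically at 0 and 10 min; buffer-only wells as negative control.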
BAZ2B block: blocks human BAZ2B | Q9UIF8 | AlphaScreen BAZ2B-H3K14Ac peptide displacement | Potency, µM (highest dose often 114 µM), for the others: top-dose activity change, negative = inhibition, usual class: inhibitors | 360,000 compounds, 4.4% hits; further: on the % scale 0 is the no-effect control and ±100 the full control effect; nearly all actives have a fitted effect of over 60% in size
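AlphaScreen luminescence quantifies BAZ2B engagement of H3K14Ac peptide; the protein and biotinylated peptide are both at 50 nM final, buffer PBS pH 7.4 with 0.01% Tween-20, all steps at room temperature.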
BLM helicase inh: blocks DNA unwinding by human BLM helicase. P54132. recombinant BLM DNA unwinding, fluorescence dequenching. Potency, µM (series often up to 56.1 µM), inactives show top-dose activity change, negative = inhibition, hits mostly inhibitors. 350,000 compounds, 0.2% hits;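 further: plate controls were vehicle for no effect and no enzyme for full effect; nearly all actives have a fitted effect of over 35% in size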
HP1b binding inh: HP1-beta chromodomain-methylated histone interaction inhibition | P83916 | AlphaScreen HP1-beta / biotin-H3K9me3 peptide binding | Potency, µM (top dose mostly 114 µM), inactives show at the top dose activity change, negative = inhibition, hits mostly inhibitors | 390,000 compounds, 0.56% hits | AID 540317; further: nearly all actives have a fitted effect of over 70% in size; inactives centre near 23
Target sequence (P83916 whole entry, looked up): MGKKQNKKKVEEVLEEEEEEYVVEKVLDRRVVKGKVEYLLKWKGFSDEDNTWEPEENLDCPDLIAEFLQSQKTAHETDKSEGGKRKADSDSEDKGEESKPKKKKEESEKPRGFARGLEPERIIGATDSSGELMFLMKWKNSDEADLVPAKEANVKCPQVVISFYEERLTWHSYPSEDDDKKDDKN
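HP1-beta protein (50 nM final) preincubated 30 min at room temperature with biotinylated H3(1-18)K9me3 peptide (50 nM) in PBS pH 7.4, 0.01% Tween-20, then compound added for 30 min. AlphaScreen streptavidin donor/nickel chelate acceptor beads (10 ug/mL final), 30 min dark, luminescence read.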
JMJD2A Tudor inh: inhibitors of human JMJD2A Tudor domain | O75164 | AlphaScreen JMJD2A-Tudor / H3K4me3 peptide binding | Potency, µM (series often up to 114 µM), inactives show at the highest dose activity change, negative = inhibition, actives largely listed as inhibitors | 390,000 compounds, 4.4% hits | AID 504339; further: on the % scale 0 is the no-effect control and ±100 the full control effect; nearly all actives have a fitted effect of over 50% in size
G9a block: blocks human histone lysine methyltransferase G9a; 350,000 compounds, 8.8% hits; G9a H3K9 monomethylation, AlphaScreen, 2 h; Q96KQ7; Potency, µM (top dose mostly 102 µM), without a hit: top-dose activity, negative = inhibition, actives largely listed as inhibitors; further: on the % scale 0 is the no-effect control and ±100 the full control effect; nearly all actives have a fitted effect of over 75% in size
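Chemiluminescent proximity detection of H3K9 monomethylation, read after 10 min bead incubation in the dark. Reaction: 20 nM G9a, 500 nM biotin-H3K9 peptide, 20 uM SAM cofactor, 2 h, room temperature, following 15 min enzyme-compound preincubation.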
Pin1 inh: inhibitors of human Pin1 | Pin1 FP peptide displacement, HiFluor488, 10 min | Potency, µM (highest dose often 115 µM), for the others: top-dose activity, negative = inhibition, actives largely listed as inhibitors | 390,000 compounds, 0.009% hits | AID 504891; active means well fitted inhibition curve with a large enough effect in the polarisation, with a control signal flat, not every such curve was filed as active; inconclusive means small, poorly fitted or top-dose-only effect, or effect the other way, or a change in a side signal; inactive means no such curve, though single readings can be large or run the other way; the % refers to the polarisation; further: on the % scale 0 is the no-effect control and ±100 the full control effect
Target sequence (Q13526 whole entry, looked up): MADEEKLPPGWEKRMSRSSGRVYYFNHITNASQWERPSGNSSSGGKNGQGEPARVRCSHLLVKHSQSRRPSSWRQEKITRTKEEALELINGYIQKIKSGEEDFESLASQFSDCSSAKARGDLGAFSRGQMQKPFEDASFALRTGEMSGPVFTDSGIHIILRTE
PGK inhibitor: T. brucei PGK inhibition; PGK/GAPDH coupled, Kinase-Glo luminescence, 60 min; Potency, µM (doses to about 57.5 µM), for the others: at the top dose activity change, negative = inhibition, most hits filed as inhibitors; 380,000 compounds, 0.043% hits; AID 602233; further: on the % scale 0 is the no-effect control and ±100 the full control effect; nearly all actives have a fitted effect of over 60% in size
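Recombinant glycosomal PGK reaction used 1,3-bisphosphoglycerate generated in-well by GAPDH (100nM final) in 100mM TEA pH 7.6, 5mM MgCl2, 0.01% Tween-20. After 60 minutes at room temperature, ATP was read by Kinase-Glo Plus luminescence end-point.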
Numbers without * were called inactive; i = inactive; u = inconclusive; x = not tested or not shown; & = joins results of further samples; [ ] = dose if it differs, or a comment. Unless noted, the call rests on the fitted dose curve; in most records, active means well fitted curve in the direction sought with a large enough effect; inconclusive means small, poorly fitted or top-dose-only effect, or another doubt; inactive means no such curve, though single readings can be large; an effect the other way counts as inactive or inconclusive. Potency means the concentration at half of the fitted maximal effect.

SMILES | GLS inh | Pol iota inh | BAZ2B block | BLM helicase inh | HP1b binding inh | JMJD2A Tudor inh | G9a block | Pin1 inh | PGK inhibitor
COc1ccc(-n2ccn(CC(=O)Nc3ccc(OC)cc3OC)c(=O)c2=O)cc1 | 7.1% | -11.4% | -17.5% | -0.7% | 17.7%[57 µM] | 2.6% | -7.6%[59 µM] | 0.3% | -8.9%
CSc1ccccc1NC(=O)CN(C)C(=O)COc1cccc2cccnc12 | -9.5% | u | x | x | 0.1% | 22.4µM* | x | -7.4% | -1.9%
CCC(Sc1nc(C)cc(C)n1)C(=O)Nc1ccc(Cl)cn1 (centres undefined) | -2.4% | -9.5% | 11.1% | -0.8% | 70.5%[activator] | -1.4% | 20.9%[59 µM] | 3.5% | i
O=C(C1=C(O)C(=O)N(CC2CCCO2)C1c1ccc(Cl)cc1Cl)c1ccco1 (centres undefined) | -6.5% | u | u | -3.8% | 3.1% | -22.1% | u | 21.5% | -2.2%
CCCCn1c(N)c(N(CCOC)C(=O)CSc2ccccc2C)c(=O)[nH]c1=O | 0.2% | 23.4% | 11.5% | x | 30.6% | 2.1% | 1.0%[0.501 µM] | 2.0% | -1.7%
Cc1ccc(NC(=O)Cn2cnc3c(oc4nc5c(cc43)COC(C)(C)C5)c2=O)cc1 | 1.4% | 19.0% | 3.6% | -10.1% | 27.2% | -0.7% | 17.2%[59 µM] | 6.0% | i
CC12CC3CC(C1)CC(C(=O)NNC(=O)c1ccncc1)(C3)C2 | 2.2% | 15.1% | x | x | 22.9% | 9.1% | x | -3.4% | -9.9%
CC(C)(C)n1ncc2c(=O)n(Cc3cccc(Cl)c3)cnc21 | -9.2% | -1.9%&0.6% | 2.1% | -4.7% | 72.1%[activator] | 8.9% | 8.6% | -3.6% | -0.7%
COc1ccc(NC(=O)CSc2nc3ccccc3c3nc4ccccc4n23)cc1 | -12.8% | 103.7%[activator] | -3.3% | -8.1% | 32.0% | 2.1% | u | -10.2% | -8.9%
CCCS(=O)(=O)N1CCC(C(=O)NCCc2ccc(OC)c(OC)c2)CC1 | -9.5% | -8.7% | 11.4% | 0.2% | 24.0% | 10.6% | -4.2%[12.7 µM] | -5.0% | 0.1%
CC1CCN(S(=O)(=O)N2CCN(C(=O)c3ccc4c(c3)OCO4)CC2)CC1 | 22.5% | 130.6%[activator] | -16.9% | -1.2% | 5.4% | -5.3% | 11.1% | 0.9% | i
CN(Cc1nccn1C)C(=O)c1cc(COc2cccc(C(F)(F)F)c2)on1 | 0.8% | 18.4% | -29.9% | -0.8% | 37.4% | -15.1% | 2.3% | -12.0% | -0.7%
Cc1cc(NC(=O)CSCc2nc(-c3cccc(Cl)c3)oc2C)no1 | -9.5% | -36.9% | -3.0% | 0.9% | 20.0% | -11.7% | 22.6% | 1.8% | -6.0%
O=C(NCc1nnc(SCC(=O)N2CCCc3ccccc32)n1-c1ccccc1)c1cccc2ccccc12 | 3.1% | -5.4% | -2.3% | -0.4% | 18.4% | -30.8% | u | 3.3% | -4.2%
Cc1cccc(/C=C2/S/C(=N/N=C3\CC4CCC3(C)C4(C)C)NC2=O)c1 (centres undefined) | -2.0% | -11.9% | -10.1% | -12.9% | -3.1% | -29.4% | -8.6% | u | i
NC(=O)C1CCN(C(=O)COc2ccc3c(c2)oc(=O)c2ccccc23)CC1 | 1.5% | 34.2%[activator] | 6.9% | -1.0% | u | -19.0% | 19.6% | -0.8% | -6.9%
COc1ccc(N2CCN(C(=O)c3ccccc3NC(=O)c3ccccc3)CC2)cc1 | -4.8% | 27.1% | -37.8% | -1.4% | -10.6% | -31.4% | 44.7µM* | 0.4% | -1.5%
COc1ccccc1S(=O)(=O)Cc1ccc(C(=O)N2CCN(c3cc(Cl)ccc3C)CC2)o1 | 8.9% | -5.9% | -32.7% | -8.1% | 16.2% | -18.9% | -34.0%[59 µM] | 16.8% | -1.1%
CC(C)(C)c1ccc(-c2nc(NC(=O)CSc3ncnc4sc5c(c34)CCCC5)ns2)cc1 | 1.0% | u | 1.1% | -5.4% | 40.7%[activator] | -11.0% | -0.7%[59 µM] | -6.7% | i
Cc1ccc(NC(=O)c2cnn3c(C(F)F)cc(-c4ccccc4)nc23)c(C)c1 | 0.0% | u | -1.4% | -0.1% | 34.3% | -16.2% | -1.1%[59 µM] | 2.1% | -1.3%
COc1ccccc1NC(=O)Cn1c(=O)n(CC2CCC(C(=O)NCCc3ccccc3)CC2)c(=O)c2ccccc21 (centres undefined) | 7.3% | 11.5% | 0.5% | 1.8% | 18.0% | -15.8% | -1.0%[59 µM] | u | -7.1%
CCn1c(COc2cccc3ccccc23)nnc1SCC(N)=O | -5.3% | 20.9% | 9.9% | 3.5% | 32.9% | -9.8% | 8.1%[12.7 µM] | 0.6% | 11.1%
CCN1CCN(CCNC(=O)c2ccc(/C=C3\Sc4ccccc4N(Cc4ccccc4F)C3=O)cc2)CC1 | 1.3% | -9.1% | u | -1.1% | 6.7% | 56.2µM* | 50.1µM* | u | -3.8%
O=C(c1noc2c1CCCC2)N1CCCCC1 | -1.5% | 16.0% | 1.7% | -0.6% | 14.8% | -8.5% | u | -9.4% | i
CCNC(=O)c1nn(-c2ccccc2C)nc1CO | 1.5% | 26.1% | -18.7% | 2.1% | 49.2%[activator] | -7.5% | 7.0%[59 µM] | -7.4% | i
COc1cc(S(=O)(=O)N2CCOCC2)cc(C(=O)OCC(=O)NCc2ccco2)c1OC | 0.2% | 11.5% | 5.4% | x | 26.0% | -6.2% | 25.5%[59 µM] | -12.3% | i
O=c1c(-c2ccccc2)c(O)c2cccc3c2n1CCC3 | 4.8% | -2.7% | -37.8% | -3.0% | 52.5% | 14.7% | 39.8µM* | -5.5% | -3.7%
O=S(=O)(c1ccccc1)N1CCN(CCc2ccccc2)CC1 | 4.6% | 109.9%[activator] | -5.2% | -3.5% | 33.8% | 10.3% | x | -4.3% | -1.2%
O=C(Nc1ccccn1)c1ccc2c(c1)S(=O)(=O)c1ccccc1C2=O | -9.4% | 24.0% | -14.2% | 2.2% | 36.5% | u | 18.5%[59 µM] | -1.6% | i
CCOC(=O)C1=C(N)OC2=C(C(=O)CCC2)C1c1ccco1 (centres undefined) | 0.1% | 14.1% | -38.4% | 4.2% | 21.7% | -22.0% | u | -8.2% | -1.3%

Structures above that bear a hit mark in JMJD2A Tudor inh:
SMILES | GLS inh | Pol iota inh | BAZ2B block | BLM helicase inh | HP1b binding inh | JMJD2A Tudor inh | G9a block | Pin1 inh | PGK inhibitor
CSc1ccccc1NC(=O)CN(C)C(=O)COc1cccc2cccnc12 | -9.5% | u | x | x | 0.1% | 22.4µM* | x | -7.4% | -1.9%
CCN1CCN(CCNC(=O)c2ccc(/C=C3\Sc4ccccc4N(Cc4ccccc4F)C3=O)cc2)CC1 | 1.3% | -9.1% | u | -1.1% | 6.7% | 56.2µM* | 50.1µM* | u | -3.8%

(more compounds)
SMILES | GLS inh | Pol iota inh | BAZ2B block | BLM helicase inh | HP1b binding inh | JMJD2A Tudor inh | G9a block | Pin1 inh | PGK inhibitor
Cn1ncc(C#N)c1/N=C/N(Cc1ccccc1)Cc1ccccc1 | 0.9% | u | 21.5% | -8.3% | 96.7% | 55.1%[activator] | 19.1%[59 µM] | u | -7.0%
O=C(CSc1nnc(Cc2ccccc2)n1Cc1ccco1)NC12CC3CC(CC(C3)C1)C2 | -1.6% | 113.7%[activator] | u | -17.1% | 4.8% | u | 3.0%[12.7 µM] | -0.1% | -9.5%
CCOC(=O)C1CCN(CC(=O)c2c(C)n(C)c3ccc(OC)cc23)CC1 | -0.9% | 17.7% | 3.1% | 19.0% | 27.6% | -11.0% | u | -1.4% | -1.7%
CCOc1ccc(NC(=O)N(C2CCCCC2)C(C)c2ccncc2)cc1 (centres undefined) | 5.5% | 32.8%[activator] | 0.5% | -1.0% | 18.8% | -15.0% | -32.0%[0.0925 µM] | -16.9% | 6.3%
NC(=O)[C@@H]1CCCCNc2c(F)cc([N+](=O)[O-])cc2C(=O)N[C@@H](CCCN=C(N)N)C(=O)NCC(=O)N1 | 2.0% | 48.1%[activator] | -11.1% | 44.5%[activator] | 32.7% | -25.4% | -15.6% | -2.3% | i
O=C(CN(c1cccc(C(F)(F)F)c1)S(=O)(=O)c1ccc(Cl)c([N+](=O)[O-])c1)NCc1ccccc1Cl | 1.8% | 14.2% | -7.7% | -3.2% | -2.9% | -33.6% | 7.1%[59 µM] | -1.0% | -8.9%
CC(C)(C)c1ccc(C(=S)N2CCN(c3ccccc3)CC2)cc1 | -3.9% | 45.9% | -34.3% | -5.7% | u | -35.9% | 20µM* | -4.9% | i
Cc1ccc(C(C)NC(=O)c2cccs2)cc1C (centres undefined) | -4.0% | 44.9%[activator] | x | x | -16.5% | -12.2% | x | 2.1% | -7.5%
Cc1ccc(OCCNS(=O)(=O)c2ccc(Cl)cc2)cc1 | -0.8% | -24.9% | -2.8% | x | 14.5% | 5.4% | -9.7%[2.33 µM] | -6.0% | -4.9%
COc1ccc(C(=O)OCC(=O)Nc2sccc2C(N)=O)cc1[N+](=O)[O-] | -4.3% | u | -9.7% | x | 25.8% | -19.1% | 18.6%[12.7 µM] | -0.7% | i
COc1ccc(CNC(=O)C(c2cccs2)N(Cc2ccco2)C(=O)Cc2cccs2)cc1 (centres undefined) | -14.0% | u | 7.0% | -8.6% | u | -6.1%[11.4 µM] | -26.5%[59 µM] | 34.6%[activator] | -2.5%
COc1ccc(Cl)cc1NC(=O)CSc1c2c(nc3ccccc13)CCC2 | -3.8% | -7.4% | x | -1.5% | 16.2% | -30.0% | -0.3%[59 µM] | 21.8% | -0.4%
CCCCN(C(=O)CCCc1nc2ccccc2s1)c1c(N)n(CCCC)c(=O)[nH]c1=O | 0.0% | 21.4% | -2.0% | -2.7% | 25.0% | -0.7% | 21.2% | 6.1% | -5.4%

An excerpt; rates above refer to the full screens.
